AMA1 RON2 block: inhibitors of Plasmodium falciparum AMA1-RON2 interaction; AID 720542; Potency, µM (top dose mostly 58.2 µM), inactives show at the highest dose activity change, negative = inhibition, actives largely listed as inhibitors; AlphaScreen AMA1-biotinylated RON2 peptide binding; 360,000 tested, 0.2% active;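 also: potency is read from the fitted curve at half-maximal effect; 0% = vehicle wells and -100% = peptide control; nearly all actives have a fitted effect of over 45% in size; some results filed as inactive show a strong effect at the top dose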
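AMA1 (3D7) with his tag at 25 nM final met compounds first, then biotinylated RON2 peptide at 25 nM; detection used donor plus acceptor beads, 10 µg/mL apiece, read by AlphaScreen after 30 min at room temperature.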
HCMV inh: inhibitors of human cytomegalovirus; HFF cells, HCMV-luciferase reporter, 72 h; stronger effect = lower value; activity change, negative = inhibition, % at 57.5 µM; 410,000 tested, 4.5% active; in the data active = activity change below about -60%; inconclusive = no clear call, values can overlap the other calls; inactive = above about -39%; also: % is scaled to controls: 0 for no effect and ±100 for the full control effect
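Two-dose cell screen: HFF monolayers treated with compounds and infected with luciferase-expressing HCMV at 1 PFU/cell, 72 h at 37C, then lysed for luciferase measurement.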
Cycloheximide cs: affects cycloheximide protein synthesis inhibition readout, counter-screen. cell reporter, cycloheximide protein synthesis inhibition counterscreen. max response, %. 300,000 tested, 12% active. AID 2314; in the data active = max response mostly above about 13%, no sharp cut-off; inactive = mostly below about 14%; also: read at 38.3 µM for the half of the compounds with a filed dose; 0% is about no effect
AmpC no deterg: blocks E. coli AmpC beta-lactamase in detergent-free assay; P00811; AmpC nitrocefin hydrolysis, absorbance 480 nm, 0.0001% Triton; Potency, µM (doses to about 57.1 µM), for inactives: at the highest dose activity change, negative = inhibition, usual class: inhibitors; 330,000 tested, 0.52% active;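 also: potency is read from the fitted curve at half-maximal effect; plate controls were no compound for no effect and no enzyme for full effect; nearly all actives have a fitted effect of over 20% in size; some results filed as inactive show a strong effect at the top dose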
Target sequence (P00811 whole entry, looked up): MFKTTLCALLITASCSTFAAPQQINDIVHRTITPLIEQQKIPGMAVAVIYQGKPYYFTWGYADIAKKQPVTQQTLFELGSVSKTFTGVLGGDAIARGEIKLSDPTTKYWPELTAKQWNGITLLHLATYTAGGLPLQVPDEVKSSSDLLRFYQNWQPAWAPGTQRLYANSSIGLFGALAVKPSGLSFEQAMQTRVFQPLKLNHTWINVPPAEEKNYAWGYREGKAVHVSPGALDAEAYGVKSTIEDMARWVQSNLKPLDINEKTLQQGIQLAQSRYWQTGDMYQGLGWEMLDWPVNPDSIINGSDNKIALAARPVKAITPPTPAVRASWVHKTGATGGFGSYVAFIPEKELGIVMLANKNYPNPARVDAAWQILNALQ
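AmpC (5.3 nM in the dispensed reagent) in 20 mM phosphate pH 7.0 with 0.01% (detergent screen) or 0.0001% Triton X-100 was preincubated with compounds for 15 min at room temperature. Nitrocefin was then added from an 800 uM solution, and hydrolysis was followed at 480 nm.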
AmpC inh detg: inhibitors of E. coli AmpC beta-lactamase with detergent; P00811; AmpC hydrolysis of nitrocefin, absorbance 480 nm, 0.01% Triton; Potency, µM (titrated, usually from 114 µM), without a hit: at the highest dose activity change, negative = inhibition, usual class: inhibitors; 370,000 tested, 0.041% active; AID 485294;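 also: potency is read from the fitted curve at half-maximal effect; 0% = no-compound wells and -100% = no-enzyme wells; nearly all actives have a fitted effect of over 25% in size; some results filed as inactive show a strong effect at the top dose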
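AmpC (5.3 nM in the dispensed reagent) in 20 mM phosphate pH 7.0 with 0.01% (detergent screen) or 0.0001% Triton X-100 was preincubated with compounds for 15 min at room temperature. Nitrocefin was then added from an 800 uM solution, and hydrolysis was followed at 480 nm.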
FBPA Giardia inh: inhibitors of Giardia lamblia fructose-1,6-bisphosphate aldolase; purified Giardia FBPA; Potency, µM (doses to about 59.6 µM), for inactives: at the highest dose activity, negative = inhibition, actives largely listed as inhibitors; A8B2U2; 290,000 tested, 0.71% active; also: potency is read from the fitted curve at half-maximal effect; % is scaled to controls: 0 for no effect and ±100 for the full control effect; nearly all actives have a fitted effect of over 55% in size
Target sequence (A8B2U2 whole entry, looked up): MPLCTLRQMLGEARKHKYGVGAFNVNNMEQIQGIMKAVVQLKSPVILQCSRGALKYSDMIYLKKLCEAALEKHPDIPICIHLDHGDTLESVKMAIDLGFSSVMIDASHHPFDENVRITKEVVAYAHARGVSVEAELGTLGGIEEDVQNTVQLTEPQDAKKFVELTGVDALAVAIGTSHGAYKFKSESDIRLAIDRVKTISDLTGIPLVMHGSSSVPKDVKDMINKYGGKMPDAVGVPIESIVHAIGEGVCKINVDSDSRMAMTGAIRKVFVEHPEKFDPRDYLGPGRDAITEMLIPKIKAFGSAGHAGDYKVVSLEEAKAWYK
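Giardia FBPA (40 nM reagent) was preincubated 10 min at RT with compound (up to 57.5 uM final), then substrate plus GAPDH/TPI/NAD/arsenate coupling system with diaphorase/resazurin was added; resorufin fluorescence (525/598 nm) was read after 20 min.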
Shiga inhibitor: blocks Shiga toxin action in Vero cells; Vero cells, Shiga toxin protein synthesis inhibition reporter; inhibition, % at 38.7 µM; 290,000 tested, 9.2% active; in the data active = inhibition mostly above about 28%, no sharp cut-off; inactive = mostly below about 43%; also: 0% is about no effect
* marks the source's active call; other numbers are inactive results; u = inconclusive; x = not tested or not shown; [ ] = another dose, or the depositor's remark. Unless noted, calls follow the shape of the dose curve; as a rule, active = well fitted curve in the direction sought with a large enough effect; inconclusive = small, poorly fitted or top-dose-only effect, or another doubt; inactive = no such curve, though single readings can be large; an effect the other way counts as inactive or inconclusive.

SMILES	AMA1 RON2 block	HCMV inh	Cycloheximide cs	AmpC no deterg	AmpC inh detg	FBPA Giardia inh	Shiga inhibitor
Cc1cc(OCC(=O)NCc2ccncc2)c2c3c(c(=O)oc2c1)CCC3	2%	0	-2	-11%	-6%	x	-4
NC(=O)c1sc2cc(C(F)(F)F)cnc2c1-c1cccs1	-5%	-1	-5	-20%	-2%	-3%	-14
CC(=O)Nc1ccc(N=Cc2c(O)ccc3ccccc23)cc1	6%	-9	1	-4%	u	-17%	-7
CC1=NN(C(C#N)c2ccccc2)C(c2ccccc2)C1 (stereo unspecified)	-1%	-20	2	1%	3%	-16%	17
CC1CCCCC12NC(=O)N(CC(=O)NCCc1ccccn1)C2=O (stereo unspecified)	-3%	1	1	3%	3%	3%	-13
O=C1Nc2ccc(S(=O)(=O)N(CCO)CCO)c3cccc1c23	2%	8	-1	-5%	-1%	-2%	-4
CC(/C=C/c1ccccc1)=N/NC(=O)Cn1nnc(N)n1	10%	u	-3	-6%	0%	-3%	30
NC1=NS(=O)(=O)NC1c1cccc(Cl)c1 (stereo unspecified)	0%	8	-1	-15%	-13%	5%	-9
CCC(C(=O)NC(C)(C)C)N(C(=O)c1ccc(Cl)nc1)C1CCCC1 (stereo unspecified)	8%	-18	-1	-10%	-2%	0%	-3
CCOc1ccccc1C(=O)NCC(=O)NNC(=O)c1cccc(S(=O)(=O)Nc2ccc(OC)cc2)c1	83%[activator]	-32	x	-36%	u	x	x
COc1ccc(S(=O)(=O)N2CCCCCC2)cc1C(=O)N(C)CCOc1ccc(Cl)cc1	-2%	-39	x	171%[activator]	-7%	x	x
CCC(=O)Nc1ccc(C(=O)CSc2nnc(-c3ccccc3F)n2CCc2ccccc2)cc1	39%[activator]	-6	-2	-5%	-2%	-1%	-4
O=C(Nc1ccc2nn(-c3ccccc3)nc2c1)c1ccc2c(c1)OCCO2	-3%	u	-2	-39%	u	-1%	79
Cc1cn2c(=O)c(C(=O)N3CCN(c4ccccc4F)CC3)cnc2s1	-3%	-31	x	-15%	-9%	x	x
Cc1ccc2c(c1)nnn2C1CCN(C(=O)C2CCCCC2)CC1	17%	u	2	-9%	-14%	5%	-3
CCOC(=O)C1=C(C)NC(=S)N(C=O)C1c1ccccc1 (stereo unspecified)	-2%	u	-3	-9%[11.4 µM]	0%	-4%	4
CCN1CCC2(CC1)NC(=O)c1ccccc1O2	10%	-35	-6	-20%	0%	4%	-11
Nc1cc(=O)[nH]c(SCC(=O)Nc2ccc(Cl)c(Cl)c2)n1	-8%	-10	-1	-54%	-8%	5%	3
Cc1cc(C)c(S(=O)(=O)NC2CC3CCC2C3)c(C)c1 (stereo unspecified)	4%	-9	-1	-23%	-15%	12%	x
COCCC(=O)NNS(=O)(=O)c1ccc(Cl)cc1	-3%	11	-2	-11%	-4%	1%	10
CCCCNS(=O)(=O)c1ccc2nc(SCC(=O)Nc3ccccc3Cl)[nH]c2c1	-9%	-82*	-2	-7%	0%	-19%	-12
O=C(COc1cccc2cccnc12)N/N=C1\SCC(=O)N1Cc1ccco1	-2%	3	-2	-22%	-7%	-9%	13
CN1CCSc2ccc(C(=O)NCc3cccc(Br)c3)cc21	-15%	25	11*	-41%	0%	-10%	21
COc1ccccc1N/C(N)=N/c1nc(C)cc(C)n1	18%	-21	-2	-34%	-8%	4%	-3
O=C(COc1ccc(-n2cnnn2)cc1)Nc1ccc(F)cc1	3%	-10	x	-28%	x	x	x
Cc1noc2ncnc(Oc3ccc(C(C)(C)C)cc3)c12	-4%	-15	-5	-13%	5%	0%	-3
CSc1ccc(CCNC(=O)CCc2nnc3ccc(N4CCC5(CC4)OCCO5)nn23)cc1	0%	-38	10	144%[activator]	-9%	-2%	-7
CC1CN(Cc2ccccc2)C(C)CC1O (stereo unspecified)	-4%	-26	1	-14%	-5%	-2%	16
O=C(COc1cccc2ccccc12)NCc1cccnc1	-5%	-33	15	-21%	1%	0%	-13
O=C1COc2ccc(OCc3ccc(F)cc3)cc21	11%	72	51*	-25%	2%	4%	101*
Cc1ccc2cccc(OCc3ccc(Br)cc3)c2n1	-5%	-29	10	0%	-9%	0%	1
Cn1c(=O)c2c(nc(SCCN3CCOCC3)n2Cc2ccccc2)n(C)c1=O	-8%	-11	-1	104%[activator]	2%	0%	-2
O=C(O)C1CCN(S(=O)(=O)c2ccc(N3CCOCC3)c([N+](=O)[O-])c2)CC1	6%	-22	8	-22%	2%	15%	-8
CC(C)(CNC(=O)c1cccs1)CNC(=O)c1cccs1	34%[activator]	-10	-2	-14%	-13%	-7%	24
CC(C)C(=O)N(Cc1cc2ccccc2[nH]c1=O)C(C)C	0%	48	-4	16%	u	3%	-1
Cc1c(NC(N)=O)c(=O)n(-c2ccccc2)n1C	16%	14	5	-3%	2%	-1%	20
CC12COC3(C(=O)Nc4cccnc4)CC1CCC32C (stereo unspecified)	-7%	-9	-3	-7%	-1%	1%	13
CCOC(=O)C1(Cc2ccccc2C(F)(F)F)CCN(CC2CC2)CC1	6%	7	-5	6%	5%	-1%	21
COc1ccc(C(=O)NC(C(=O)NCCc2ccc3c(c2)OCCO3)C(C)C)cc1 (stereo unspecified)	17%	2	21*	-4%	7%	3%	74*
O=CN1CCN(C(=O)C(=O)c2cn(CC(=O)N3CCCCC3)c3ccccc23)CC1	5%	6	-3	16%	1%	3%	-5

Sorted by heavy-atom count (highest first): 12 of the compounds above.
SMILES	AMA1 RON2 block	HCMV inh	Cycloheximide cs	AmpC no deterg	AmpC inh detg	FBPA Giardia inh	Shiga inhibitor
CCOc1ccccc1C(=O)NCC(=O)NNC(=O)c1cccc(S(=O)(=O)Nc2ccc(OC)cc2)c1	83%[activator]	-32	x	-36%	u	x	x
CCC(=O)Nc1ccc(C(=O)CSc2nnc(-c3ccccc3F)n2CCc2ccccc2)cc1	39%[activator]	-6	-2	-5%	-2%	-1%	-4
CSc1ccc(CCNC(=O)CCc2nnc3ccc(N4CCC5(CC4)OCCO5)nn23)cc1	0%	-38	10	144%[activator]	-9%	-2%	-7
COc1ccc(C(=O)NC(C(=O)NCCc2ccc3c(c2)OCCO3)C(C)C)cc1 (stereo unspecified)	17%	2	21*	-4%	7%	3%	74*
Cn1c(=O)c2c(nc(SCCN3CCOCC3)n2Cc2ccccc2)n(C)c1=O	-8%	-11	-1	104%[activator]	2%	0%	-2
O=C(COc1cccc2cccnc12)N/N=C1\SCC(=O)N1Cc1ccco1	-2%	3	-2	-22%	-7%	-9%	13
CC1CCCCC12NC(=O)N(CC(=O)NCCc1ccccn1)C2=O (stereo unspecified)	-3%	1	1	3%	3%	3%	-13
CC(=O)Nc1ccc(N=Cc2c(O)ccc3ccccc23)cc1	6%	-9	1	-4%	u	-17%	-7
CC(/C=C/c1ccccc1)=N/NC(=O)Cn1nnc(N)n1	10%	u	-3	-6%	0%	-3%	30
Cc1ccc2cccc(OCc3ccc(Br)cc3)c2n1	-5%	-29	10	0%	-9%	0%	1
O=C1COc2ccc(OCc3ccc(F)cc3)cc21	11%	72	51*	-25%	2%	4%	101*
COCCC(=O)NNS(=O)(=O)c1ccc(Cl)cc1	-3%	11	-2	-11%	-4%	1%	10

(list continues)
SMILES	AMA1 RON2 block	HCMV inh	Cycloheximide cs	AmpC no deterg	AmpC inh detg	FBPA Giardia inh	Shiga inhibitor
COCCCNC(=S)N(CCCN(C)C)Cc1cc2cc3c(cc2[nH]c1=O)OCCO3	0%	10	-1	-11%	1%	6%	3
CC[C@@H](C)CN1C(=O)N[C@@H](CCc2ccccc2)C(C(C)=O)=C1C	9%	-15	-5	-25%	1%	3%[12.9 µM]	3
Cc1cc(O)c(C(C)C)cc1NC1=NS(=O)(=O)c2ccccc21	-2%	-72*	-3	-6%	-13%	-17%	-3
CC1CN(S(=O)(=O)c2ccc(C(=O)Nc3nnc(-c4ccc5c(c4)CCCC5)o3)cc2)CC(C)O1 (stereo unspecified)	144%[activator]	-13	-1	-21%	-9%	u	3
O=S(=O)(c1ccc(Br)c2ccccc12)N1CCOCC1	-5%	-15	-3	5%	u	2%	x
O=C(CN1C(=O)/C(=C\c2ccco2)SC1=S)Nc1ccc(O)cc1C(=O)O	-1%	7	1	-25%	0%	x	8
O=C(c1ccc(=O)oc1)N1CCOCC1	-18%	-16	-1	-7%	-5%	4%	-19
CCNC(=O)CCC(=O)Nc1cc(Cl)ccc1C	-7%	-15	-2	-7%	-14%	6%	12
O=S1(=O)CCOCCN1Cc1ccc(Cl)cc1Cl	x	x	2	1%	-15%	9%	-3
C[n+]1cccc2ccc3c(c21)OC(N)=C(C#N)C3c1ccccc1 (stereo unspecified)	13%	-22	-3	-5%	-7%	u	11
Cc1cc(C)nc(-n2ncc3c2CC(c2ccc(C(C)C)cc2)CC3=O)n1 (stereo unspecified)	18%	-23	4	153%[activator]	u	5%	27
Cc1ccc(S(=O)(=O)NCC(=O)OCC(=O)Nc2cccc(S(=O)(=O)N3CCOCC3)c2)cc1	2%	-22	x	-14%	x	x	x
Cc1cccnc1CCNC(=O)CCc1nnc(CCc2ccccc2)o1	10%	-25	9	12%	0%	-1%	7
Cc1ccc(CNC(=O)C23CN(Cc4ccccc4)CC2C(c2cccc([N+](=O)[O-])c2)=NO3)cc1 (stereo unspecified)	-21%	-2	21	4%	-3%	7%	20
Cc1ccc(C(=O)C2=C(O)C(=O)N(CCN3CCOCC3)C2c2ccccn2)o1 (stereo unspecified)	x	x	-1	-19%	-9%	u	19
CC(C)c1ccc(/C=C/C(=O)N2CCOCC2)cc1	3%	119	43*	4%	u	1%	28*
COc1cccc(C(=O)CC(=O)C(=O)Nc2ccc([N+](=O)[O-])cc2C)c1	89%[activator]	-6	-1	-59%	-12%	-20%	4
CCc1cc2c(=O)c(-c3nc4ccccc4n3C)coc2c(CN2CCOCC2)c1O	11%	-37	-1	63%[activator]	4%	-3%	-8
Cc1ccc(-n2nc3c(=O)n(CCCC(=O)N4CCC(C)CC4)nc(C)c3c2C)cc1	-1%	u	-2	92%[activator]	-12%	4%	-6
CCN(CC)C(=O)N1CCN(c2c([N+](=O)[O-])c(=O)oc3ccccc23)CC1	-7%	-3	x	-5%	1%	x	x
C=CCNC(=O)c1onc(CSc2ccc(C(C)C)cc2)c1C(=O)O	-14%	131	-5	-21%	-6%	u	-3
O=C1CCCCc2sc(Br)c([N+](=O)[O-])c2N1	-13%	-27	-1	-9%	1%	-2%	-13
CSc1nsc(SCc2ccc(F)cc2)n1	59%[activator]	-13	13*	-27%	-9%	-10%	8

From PubChem

An unsorted share of the library; about 16% have a hit in one of these screens.
